Screens deposited in PubChem BioAssay by National Center for Advancing Translational Sciences (NCATS).
USP2a inh: blocks human ubiquitin-specific protease USP2a; Potency, µM (highest dose often 38.3 µM), inactives show at the top dose activity change, negative = inhibition, hits mostly inhibitors; USP2a enzymatic assay, qHTS inhibition; actives 0.1% (n = 60,000);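 further: potency means the concentration at half of the fitted maximal effect; nearly all actives have a fitted effect of over 60% in size; plate controls were DMSO for no effect and NEM full inhibition control for full effect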
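USP2 core (20 nM final) was preincubated with compound for 30 min at RT in 20 mM Tris-HCl pH 8.0, 2 mM CaCl2, 2 mM beta-mercaptoethanol; Ub-PLA2 (20 nM) plus NBD C6-HPC (20 uM) then added, fluorescence read after 2.5 h.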
BRCT PPI green: inhibitors of human BRCA1 BRCT-phosphoprotein interaction (green fluorophore); BRCA1 BRCT-phosphopeptide binding, green fluorescence polarization; Potency, µM (top dose mostly 76.9 µM), inactives show at the top dose activity change, negative = inhibition, most hits filed as inhibitors; actives 0.05% (n = 75,000);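 further: potency means the concentration at half of the fitted maximal effect; plate controls were peptide without protein for full effect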
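Compounds were incubated for 12 min at room temperature with a complex of 100 nM fluorescein-tagged pBACH1 decapeptide and 250 nM His-tagged BRCT protein. Buffer was phosphate pH 7.3 with EDTA, DTT and Tween 20. Disruption of binding lowers the polarization signal.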
BRCT PPI red: disrupts BRCA1 BRCT binding to phosphoprotein, red fluorophore readout. P38398. BRCT-phosphopeptide binding, red fluorescence polarization. Potency, µM (doses to about 76.9 µM), without a hit: at the highest dose activity change, negative = inhibition, hits mostly inhibitors. actives 0.03% (n = 75,000). AID 892; further: on the % scale 0 is the no-effect control and ±100 the full control effect
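Fluorescence polarization: 100 nM His-tagged BRCA1 BRCT with 100 nM TAMRA-labelled phospho-BACH1 decapeptide, phosphate buffer pH 7.3 with 150 mM NaCl, DTT, 0.01% Tween 20; 12 min RT. Binding inhibition seen as FP decrease.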
Casp1 inh: allosteric or competitive inhibitors of human caspase-1; P29466; Caspase-1 enzyme, Ac-WEHD-AFC fluorogenic rate; Potency, µM (highest dose often 57.5 µM), inactives show top-dose activity change, negative = inhibition, hits mostly inhibitors; actives 0.03% (n = 75,000);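 further: potency means the concentration at half of the fitted maximal effect; plate controls were vehicle for no effect and no substrate for full effect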
Fluorescein fluor: compound fluoresces in the fluorescein spectral region | Compound autofluorescence, 480/540 nm, fluorescein-equivalent; active compounds read high | max fluorescein-equivalent concentration, M | actives 0.91% (n = 59,000) | AID 593; in the data active means max fluorescein-equivalent concentration above about 10 nM; inconclusive means between about 1.1 nM and that limit
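In this qHTS profile, compound fluorescence was measured with a 480 nm/540 nm filter pair following a 15-min room-temperature incubation in 100 mM Tris (pH 8.0). A six-point fluorescein series on each plate served for normalization.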
A350 fluor: compounds fluorescent in Alexa 350 spectral region; Compound autofluorescence, 340/450 nm, Alexa 350 dye-equivalents; active compounds read high; max dye-equivalent concentration, M; actives 11% (n = 59,000); in the data active means max dye-equivalent concentration above about 10 nM; inconclusive means mostly about 1.1 nM to 9.6 nM
4-MU autofl: 4-MU region autofluorescence; max dye-equivalent concentration, M; actives 11% (n = 59,000); compound autofluorescence, 340/450 nm, 4-MU equivalents; active compounds read high; in the data active means max dye-equivalent concentration above about 10 nM; inconclusive means mostly about 1.1 nM to 9.6 nM
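Compounds in 100 mM Tris, pH 8.0, incubated 15 min at room temperature, then fluorescence read at 340 nm excitation/450 nm emission. Signal converted to 4-MU dye-equivalent concentration using an on-plate six-point 4-MU standard curve.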
Epigenetic mod: derepresses silenced GFP locus in mouse C127i cells | mouse C127i GFP locus derepression, cytometry, 30 h | Potency, µM (series often up to 46.1 µM), for inactives: top-dose GFP derepression (activation) | actives 0.09% (n = 68,000) | AID 597; further: % of control where 0% means no effect
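Read-out is the number of GFP-positive cells, scored as fluorescent objects 20 to 120 um wide, reflecting derepression of a silenced CMV-GFP reporter in murine C127i cells after 30 h compound exposure at 37 C.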
Caspase-7 inhib: caspase-7 (human) inhibition, allosteric or competitive. P55210. recombinant caspase-7, Ac-DEVD-AFC fluorescence rate. Potency, µM (doses to about 57.5 µM), for inactives: top-dose activity change, negative = inhibition, hits mostly inhibitors. actives 0.02% (n = 75,000). AID 889; active means well fitted inhibition curve with a large enough effect in the main read-out, with a control signal flat, not every such curve was filed as active; inconclusive means small, poorly fitted or top-dose-only effect, or a change in a side signal; further: potency means the concentration at half of the fitted maximal effect; % of control where 0% means no effect
HEK293 cAMP ctrl: raises cAMP in parental HEK293 cells, TSHR agonist counter-screen | parental HEK293 CNG cAMP sensor, membrane potential fluorescence | Potency, µM (series often up to 57.1 µM), inactives show top-dose activation, usual class: activators | actives 2.5% (n = 73,000) | AID 938; further: potency means the concentration at half of the fitted maximal effect; % of control where 0% means no effect; nearly all actives have a fitted effect of over 55% in size
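Counterscreen for endogenous-receptor signalling: CNG-channel HEK 293 cells report cAMP rise by membrane depolarization. After 60 min dye equilibration with 100 uM RO 20-1724, compounds incubated 30 min before bottom-read fluorescence at 590 nm.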
Ub-GFP proteasome: inhibits proteasome, raising ubiquitin-GFP reporter fluorescence; Ubiquitin-GFP reporter cells, proteasome inhibition, GFP fluorescence; response scale: untreated = 0%, 10 µM MG-132 = 100%; Potency, µM (highest dose often 45.9 µM), for inactives: top-dose activation (GFP accumulation), actives largely listed as activators; 67,000 tested, under 10 active; AID 526; active means well fitted activation curve with a large enough effect, not every such curve was filed as active; inconclusive means small, poorly fitted or top-dose-only effect, or another doubt; inactive means no such curve, though single readings can be large or run the other way; further: potency means the concentration at half of the fitted maximal effect
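U2OS cells expressing ubiquitin(G76V)-GFP, seeded overnight in 0.5% FBS medium, then treated 4 hr at 37 C across 46 uM to 2.9 nM. GFP-positive cells counted by laser cytometry (488 ex/515 em); %activity scaled between basal and 10 uM MG-132.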
* marks the source's active call; other numbers are inactive results; i = inactive; ? = inconclusive; · = not tested or not shown; [ ] = dose if it differs, or a comment. Unless noted, the call rests on the fitted dose curve; in most records, active means well fitted curve in the direction sought with a large enough effect; inconclusive means small, poorly fitted or top-dose-only effect, or another doubt; inactive means no such curve, though single readings can be large; an effect the other way counts as inactive or inconclusive. This is a subset; rates above refer to the full screens.

SMILES | USP2a inh | BRCT PPI green | BRCT PPI red | Casp1 inh | Fluorescein fluor | A350 fluor | 4-MU autofl | Epigenetic mod | Caspase-7 inhib | HEK293 cAMP ctrl | Ub-GFP proteasome
Cc1ccc(CN(c2ccc(C(=O)N3CCOCC3)cc2)S(C)(=O)=O)cc1 | 4.4% | -1.9% | -1.0% | 0.4% | · | · | · | 4.3% | 0.2% | ? | ?
COc1ccc(NC(=O)CSc2c(C)nn(-c3nnc(C)c(=O)[nH]3)c2C)cc1 | -1.8% | -2.3% | 0.2% | 1.2% | i | i | i | 0.0% | 2.1% | 1.2% | -0.4%
COc1ccc(C2C(C(=O)c3cc4cccc(OC)c4o3)=C(O)C(=O)N2CCCN(C)C)cc1OC (stereo not drawn) | -7.1% | -3.5% | 0.5% | -1.3% | i | ? | i | 3.7% | 1.2% | 0.3% | -3.4%
Cc1ccccc1-c1cc(N(C)C)ncn1 | -17.7% | -2.1% | 1.4% | -2.7% | i | i | i | 5.1%[9.22 µM] | -2.3% | 10.1% | 2.5%
CC(=O)c1c(C)[nH]c(C(=O)NCc2cccs2)c1C | 9.7% | 0.4% | -1.0% | 1.6% | i | i | i | -2.9% | 0.3% | 1.4% | -6.6%
CC(=O)C1C(=O)CC(C)(O)C(C(C)=O)C1c1ccc(N(C)C)cc1 (stereo not drawn) | -1.2% | -0.2% | 0.9% | -1.2% | i | i | i | 3.2% | 0.4% | 6.3% | 1.0%
C/C=C/Cn1c(N(C)Cc2ccccc2)nc2c1c(=O)[nH]c(=O)n2C | · | -0.3% | -2.5% | -1.1% | · | · | · | · | 0.0% | 4.6% | 0.0%
CN1CCN(C(=O)CN(c2cccc(Cl)c2)S(=O)(=O)c2ccccc2)CC1 | 6.9% | -1.4% | 1.2% | -2.1% | i | ? | ? | 2.2% | 0.9% | 6.4% | -2.6%
Cc1ccc(N)c(C(=O)CCCCC(=O)O)c1 | 1.7% | -0.8% | 2.1% | -4.3% | i | ? | i | 3.2% | -3.7% | 5.4% | -1.3%
CCOC(=O)c1[nH]c2ccc(F)cc2c1NC(=O)C(C)N1CCc2cc(OC)c(OC)cc2C1 (stereo not drawn) | 23.0% | -4.3% | 0.4% | -3.6% | i | i | i | 2.2% | -2.1% | -4.8% | 11.7%
COc1ccc(COn2c(=O)c(C)[n+]([O-])c3ccccc32)cc1OC | 3.0% | -2.2% | -1.4% | -0.4% | i | ? | ? | 6.4% | 2.2% | 5.4% | 4.2%
COc1ccc(N2CC(C(=O)Nc3ccc(F)cc3F)CC2=O)cc1 (stereo not drawn) | 3.6% | -0.7% | -0.1% | 0.3% | · | · | · | -3.7% | -0.4% | 6.8% | -3.7%
COc1ccccc1NC1SC(=O)N(c2ccccc2)C1=O (stereo not drawn) | 6.5% | -0.8% | 0.1% | 1.1% | ? | i | i | -1.3% | -2.1% | -7.3% | -4.8%
Cn1c(=O)c2cc(NC(=O)c3ccccc3Cl)c(=O)oc2n(C)c1=O | -6.5% | 0.4% | 0.3% | -0.8% | i | 1.27e-08M* | 1.55e-08M* | 1.5% | -1.4% | -18.7% | 1.9%
O=C(Nc1cccc2c1CCCC2)C1CCN(C(=O)NC2CCCCC2)CC1 | 17.9% | 2.0% | -0.4% | -8.1% | ? | i | i | 1.3% | 0.5% | 20.4% | -1.8%
CCCc1[nH]nc2c1C(c1ccc(O)c(OC)c1)C(C#N)=C(N)O2 (stereo not drawn) | -28.6% | -0.6% | 1.7% | -0.2% | ? | i | i | -1.9% | -0.3% | -3.0% | -3.8%
CCS(=O)(=O)N1CCCC(C(=O)NCCN2CCC(Cc3ccccc3)CC2)C1 (stereo not drawn) | 12.5% | -0.6% | 0.3% | -3.3% | i | i | i | 1.2% | 0.5% | 10.7% | 3.1%
CN1CCN(C(=O)c2cccc(COc3cc(Cl)ccc3Cl)c2)CC1 | 26.0% | -0.9% | 0.0% | -0.7% | i | i | i | 9.7% | 0.5% | 24.6% | 0.3%
Cc1nc2cnc(Nc3ccccc3)nc2n(Cc2ccc(F)cc2)c1=O | 31.4%[activator] | -2.2% | 2.6% | -19.2% | i | ? | ? | 0.0%[9.22 µM] | -13.6% | 26.3% | 4.9%
COC(=O)Nc1ccc(C)c(NC(=O)OC)c1 | -8.6% | -0.4% | -0.1% | -0.2% | i | i | i | -1.0% | -5.3% | -0.4% | -4.6%
COC(=O)C1C(=O)C2=C(CC1C)NC(C)=C(C(=O)OCc1ccc(OC)cc1)C2c1ccc(C)o1 (stereo not drawn) | 28.6% | 2.9% | 1.4% | ? | i | ? | 1.11e-08M* | 0.0% | -12.3% | 9.5% | -3.2%
CCOC(=O)C1CCN(c2cc(=O)n(Cc3ccc(F)cc3)c(=O)[nH]2)CC1 | · | -5.3% | 0.0% | 0.8% | · | · | · | · | 0.4% | 4.7% | 5.0%
Cn1cccc1C(=O)N1CCC[C@@]2(CCN(c3ccccc3)C2)C1 | 99.8%[activator] | -3.6% | -1.0% | -3.1% | 1.1e-08M* | i | i | -1.6%[9.22 µM] | -4.0% | 25.3% | -6.6%
Cc1c(N2C(=O)c3ccc4c5c(ccc(c35)C2=O)CC4)c(=O)n(-c2ccccc2)n1C | 6.1% | -16.5% | -26.4% | -6.3% | · | · | · | -3.3% | -26.9% | -7.4% | -4.3%
O=C(OCCN1CCCCC1)c1ccccc1Cl | 5.7% | -1.8% | -0.1% | -2.8% | i | i | i | 4.9% | 1.4% | 19.5% | 1.9%

Arranged by molecular weight (smallest number first): part of the list above.
SMILES | USP2a inh | BRCT PPI green | BRCT PPI red | Casp1 inh | Fluorescein fluor | A350 fluor | 4-MU autofl | Epigenetic mod | Caspase-7 inhib | HEK293 cAMP ctrl | Ub-GFP proteasome
Cc1ccc(N)c(C(=O)CCCCC(=O)O)c1 | 1.7% | -0.8% | 2.1% | -4.3% | i | ? | i | 3.2% | -3.7% | 5.4% | -1.3%
O=C(OCCN1CCCCC1)c1ccccc1Cl | 5.7% | -1.8% | -0.1% | -2.8% | i | i | i | 4.9% | 1.4% | 19.5% | 1.9%
CN1CCN(C(=O)CN(c2cccc(Cl)c2)S(=O)(=O)c2ccccc2)CC1 | 6.9% | -1.4% | 1.2% | -2.1% | i | ? | ? | 2.2% | 0.9% | 6.4% | -2.6%

New compounds follow.
SMILES | USP2a inh | BRCT PPI green | BRCT PPI red | Casp1 inh | Fluorescein fluor | A350 fluor | 4-MU autofl | Epigenetic mod | Caspase-7 inhib | HEK293 cAMP ctrl | Ub-GFP proteasome
CCc1ccccc1N(CC(=O)Nc1cccc(N(C)S(C)(=O)=O)c1)S(C)(=O)=O | 5.4% | -1.9% | -0.4% | 2.8% | i | i | i | 0.0% | 0.6% | -5.8% | 2.6%
Cc1oc2c(c(=O)c1C)C(=O)CC(c1ccccc1)C2 (stereo not drawn) | 4.3% | -1.5% | 2.3% | -1.5% | · | · | · | -3.3% | -0.3% | 7.5% | 18.0%
COc1ccc(C(=O)Cn2nnc(-c3ccccc3-n3cnnn3)n2)cc1 | -8.5% | -1.5% | -0.8% | 3.1% | i | i | i | 0.0% | -1.3% | ? | 3.2%
N#CC(C(=O)NC1CCCCC1)c1nc2ccccc2nc1N1CCOCC1 (stereo not drawn) | -0.2% | 0.0% | 1.7% | -3.3% | ? | 1.06e-08M* | ? | -2.1% | -3.4% | 7.3% | ·
Cc1ccc(CN(CC2CCCO2)C(=O)CN2C(=O)C(C(C)C)Oc3ccccc32)o1 (stereo not drawn) | · | -1.8% | -0.1% | -2.4% | i | i | i | 2.3% | 0.6% | ? | 3.0%
COc1ccc(/C=C/C2=CC3(C)CC2(C)C(c2ccc(OC)cc2)CC3=O)cc1 (stereo not drawn) | · | 1.4%[15.4 µM] | 0.5%[15.4 µM] | -1.5%[11.5 µM] | · | · | · | · | -0.5%[11.5 µM] | 2.8%[11.4 µM] | ·
CC1CCCN(c2nc3ccccc3nc2C(C#N)C(=O)OC2CCCCC2)C1 (stereo not drawn) | 3.3% | -0.8% | 0.5% | -6.8% | 1.42e-08M* | ? | i | 4.3% | -5.7% | -1.2% | 2.6%
COC(=O)c1cc(C(=O)OC)cc(N2C(=O)CC(N3CCN(c4ccccc4)CC3)C2=O)c1 (stereo not drawn) | 29.7% | -0.8% | -1.4% | -1.3% | i | i | i | 5.1% | -7.2% | 0.3% | 5.3%
CCCCCOC(=O)NCCOC(=O)Nc1ccc(C(=O)OCC)cc1 | 14.3% | -3.1% | -1.2% | -0.9% | i | i | i | 0.4% | -0.9% | 27.5% | -11.9%
O=C(CSc1ccc(-c2nc3ccccc3[nH]2)cn1)N1CCN(C(=O)c2ccco2)CC1 | 25.8% | 1.6% | -1.9% | 0.0% | ? | ? | i | 1.2% | 6.4% | 13.6% | 2.5%
COc1ccc(OC)c(S(=O)(=O)N(C)CC(=O)Nc2ccc3c(c2)OCCO3)c1 | 8.4% | -0.8% | -0.2% | 0.7% | i | i | i | 6.5% | -0.2% | -0.6% | -2.1%
